ERAP1 inh = blocks human ERAP1 aminopeptidase activity; recombinant ERAP1, Leu-AMC fluorescence, 60 min; inhibition, % at 10.7 µM; AID 652197; 340,000 tested, 0.15% active;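 active = mean replicate inhibition of at least 30%, or all replicates individually reaching that 30% level; inactive = mean below 30% and not every replicate reaching it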;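 note: 0% = neutral control wells and 100% = L-leucinethiol positive control wells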
esBAF inh = inhibitors of esBAF chromatin remodeling in mouse ES cells; AID 602393; reporter increase, % at 12.5 µM; Bmi1-luciferase knock-in reporter, 24 h; 100% = twice the neutral-well signal; 350,000 tested, 2% active; in the data active = activation above about 40%; inconclusive = no clear call, values can overlap the other calls;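 note: 0% = median of the plate's neutral control wells and 100% = double that signal; a rise in the Bmi1 reporter signal indicates esBAF inhibition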
ARNT-TACC3 inh = disruptors of human ARNT/TACC3 interaction; Q9Y6A5; AlphaScreen His-ARNT PAS-B/GST-TACC3 binding, luminescence; TACC3 fragment carries E629A point mutation; inhibition, % at 9.99 µM; 390,000 tested, 0.66% active; AID 623870;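 active = mean inhibition of replicates at least 50% and at least half of replicates each reaching 50%; inconclusive = half or more replicates reach 50% but mean below 50%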;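 note: 0% = complete ARNT plus TACC3 wells and 100% = ARNT alone without TACC3; many hits fall short of the cut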
XiGFP reactiv = X-chromosome reactivation activator | XiGFP mouse fibroblasts, % GFP-positive cells imaging, 3 d; cells co-treated with 5-aza-dC sensitizer; scaled so ellipticine positive control = 100% | AID 743238 | 360,000 tested, 0.055% active | activation, % at 7.58 µM;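 active = mean normalized replicate activation at least 10% and every replicate at or above 10%; inconclusive = only one of the two criteria met; inactive = mean below 10% and not all replicates reach 10%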;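 note: 0% = median of on-plate neutral control wells and 100% = ellipticine 6 µM median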
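Material: XiGFP fibroblasts, SV40-immortalized. Buffer or medium: DMEM plus 5-aza-dC sensitizer. Compound: single concentration per compound, delivered by pin transfer. Times: 3 days compound exposure. Controls: ellipticine 6 µM.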
GSIS activator = GLuc luminescence reporter in INS-1E cells, primary screen for activators of glucose-dependent secretion of insulin | 370,000 tested, 0.61% active | activation, % at 16.6 µM | INS-1E GLuc reporter insulin secretion, 2-3 h;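 active = lowest replicate activation of at least 40%, so every replicate reaches that level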;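 note: 0% = median of neutral control wells and 100% = median of IBMX positive control wells; some compounds called inactive have numbers as strong as hits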
RAD52 anneal inh = blocks human RAD52 DNA annealing | recombinant RAD52 DNA annealing, FRET fluorescence | P43351 | 360,000 tested, 0.46% active | inhibition, % at 18.7 µM;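 active = every replicate showing at least 50% inhibition; inconclusive = mean inhibition at least 50% but not in every replicate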
Target sequence (P43351 whole entry, looked up): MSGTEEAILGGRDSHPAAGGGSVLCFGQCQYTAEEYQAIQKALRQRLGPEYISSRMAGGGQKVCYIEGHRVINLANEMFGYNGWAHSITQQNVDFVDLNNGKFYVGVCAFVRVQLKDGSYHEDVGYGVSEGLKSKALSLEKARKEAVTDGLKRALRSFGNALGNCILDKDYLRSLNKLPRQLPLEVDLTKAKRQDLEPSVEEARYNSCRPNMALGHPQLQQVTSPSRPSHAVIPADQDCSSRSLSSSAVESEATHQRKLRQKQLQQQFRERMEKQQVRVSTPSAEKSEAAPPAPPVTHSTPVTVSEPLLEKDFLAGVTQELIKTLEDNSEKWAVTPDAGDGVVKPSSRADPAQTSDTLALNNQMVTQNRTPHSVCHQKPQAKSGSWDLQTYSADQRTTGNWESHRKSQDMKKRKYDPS
RAD54 inh = RAD54 (human) branch migration inhibition. AID 602329. Q92698. 360,000 tested, 0.14% active. RAD54 Holliday junction branch migration, FAM/BHQ fluorescence. inhibition, % at 10.4 µM;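 active = mean normalized replicate activity at least 40 and at least half of replicates scoring 40 or more; inconclusive = only one of the two criteria met; inactive = mean below 40 and under half of replicates reaching 40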;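 note: 0% = median of neutral control wells and 100% = median of positive control wells; inhibitors cause a drop in the FAM fluorescence signal; in these data hits start at about 50%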
F508del corr = correctors of CFTR F508del function in bronchial epithelial cells; CFBE cells, YFP halide quenching; stimulated with forskolin plus potentiator P3; % fluorescence drop versus neutral controls; AID 720511; 350,000 tested, 0.36% active; activity (quench increase), % at 7.58 µM;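 active = mean added fluorescence quench of at least 8% versus neutral control, with both replicates also reaching 8%; inconclusive = only one of the mean or replicate conditions met; inactive = mean below 8% and not both replicates reaching 8%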;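 note: cells transiently co-express mutant CFTR-F508del with the halide-sensitive YFP; corrector assay measuring rescue of mutant channel to the surface after 24 h compound exposure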
Active calls of the source: *; ? = inconclusive; · = not tested or not shown; & = joins results of further samples.

SMILES	ERAP1 inh	esBAF inh	ARNT-TACC3 inh	XiGFP reactiv	GSIS activator	RAD52 anneal inh	RAD54 inh	F508del corr
O=C(c1ccc(F)cc1)N1[C@@H]2CNc3ccccc3[C@@H]2[C@@H]1CO	-0.8	-4.4	-1.9	0.2	1.1	9.5	15.6	-0.1
Cc1cc(C)n2nc(C(=O)OCC(=O)Nc3ccc4c(c3)OCCO4)nc2n1	2.6	6.6	0.2	0.0	38.7	-19.9	-0.9	-6.3
C[C@@H]1CN([C@@H](C)CO)C(=O)c2cc(C#CC3CC3)cnc2O[C@@H]1CN(C)Cc1cccc(C(=O)O)c1	·	3.6	5.1	0.6	0.9	-4.1	-3.2	0.3
CO[C@@H]1CN(C)C(=O)c2cc(NC(=O)C3CC3)ccc2OC[C@@H](C)N(Cc2cncnc2)C[C@@H]1C	1.1	-4.7	-4.4	0.4	14.4	3.2	-4.6	-2.3
COc1ccc(N2CCN(C(=O)COC(=O)CNC(=O)c3ccc(C)cc3)CC2)cc1	-3.0	1.7	-1.8	0.0	-11.6	-12.0	6.4	-1.2
COCCn1c(=O)sc2ccccc2c1=O	-2.7	·	-5.0	0.0	7.8	-19.0	·	2.0
COCOCCn1cc(CN2CCS(=O)(=O)N(Cc3ccc(-c4ccncc4)cc3)C(C)C2=O)nn1 (configuration not stated)	2.5	3.4	·	-0.1	-5.8	-4.1	·	1.1
Cc1ccccc1NC(=S)NC(=O)c1cncc(Br)c1	·	·	-0.4	3.3	0.0	·	-4.5	·
CCn1ncc(C(=O)Nc2cccc(Cl)c2)c1C	-0.8	53.4*	0.3	0.0	·	-8.5	-5.2	1.3
Cc1noc(C)c1NC(=O)Nc1ccc2c(c1)C(=O)N([C@H](C)CO)C[C@H](C)[C@H](CN(C)Cc1ccc(Oc3ccccc3)cc1)O2	-2.0	-1.1	4.9	0.0	-23.8	-14.1	0.3	-0.1
COc1cccc(/C=N/NC(=O)CCn2c3ccccc3c3ccccc32)c1	0.3	·	-4.6	0.1	-2.5	-9.7	·	·
COc1ccc2ccccc2c1CNC(=O)CC1C(=O)NCCN1CC(C)(C)C (configuration not stated)	0.4	·	-0.2	0.0	-7.7	-21.3	-0.5	0.5
COc1ccc(NC(=S)NC(=O)/C=C/c2ccccc2)cc1	-1.8	2.4	0.5	0.5	21.3	-11.3	-6.9	0.9
COc1cccc(NC(=O)CN(C)CC(=O)NCC(=O)Nc2ccc(F)cc2)c1	1.4	7.3	0.4	-0.1	-0.9	-11.2	0.4	-1.6
CCOCCCN(C)C1CCN(C(=O)c2oc3ccccc3c2NC(=O)c2ccc([N+](=O)[O-])cc2)CC1	0.2	4.7	-5.3	-0.1	-0.7	-0.7	-4.7	0.1

Some entries already given, reduced to esBAF inh, RAD54 inh and GSIS activator:
SMILES | esBAF inh | RAD54 inh | GSIS activator
Cc1ccccc1NC(=S)NC(=O)c1cncc(Br)c1 | · | -4.5 | 0.0
CCn1ncc(C(=O)Nc2cccc(Cl)c2)c1C | 53.4* | -5.2 | ·

Following part:
SMILES	ERAP1 inh	esBAF inh	ARNT-TACC3 inh	XiGFP reactiv	GSIS activator	RAD52 anneal inh	RAD54 inh	F508del corr
CCn1c(CNC(=O)c2cccc(C)c2)nnc1SCC(=O)N1CCOCC1	-2.8	-2.7	-1.3	0.1	43.7*	-5.8	-0.4	0.1
CN(Cc1ccccc1)CC(O)COc1ccc(CNCCc2cccnc2)cc1 (configuration not stated)	·	·	17.7	·	-1.4	3.9	·	0.6
CCCNC(=O)Nc1ccc2c(c1)OC[C@@H](C)N(CCC(F)(F)F)C[C@@H](C)[C@@H](OC)CN(C)C2=O	·	0.5	0.1	0.0	0.2	-8.4	2.7	-2.0
Cn1cnc(CCNC(=O)[C@@H]2[C@@H](CO)[C@@H]3Cn4c(cccc4=O)[C@H]2N3C(=O)Nc2ccccc2)c1	2.8	2.5	-6.4	0.1	11.4	-10.7	8.7	2.2
Cc1ccc2nc(-c3ccccc3)cc(C(=O)N3CCN(S(=O)(=O)c4c(C)noc4C)CC3)c2c1	-2.2	20.9	7.8	0.0	11.0	-13.8	2.3	-2.5
Cn1c(=O)[nH]c(=O)c2c1nc(NC1CCCC1)n2Cc1ccccc1	3.4	-4.4	-7.7	0.0	45.7*	-13.2	8.8	5.0
O=C(CC1S/C(=N/N=C/c2cccs2)NC1=O)Nc1ccccc1F (configuration not stated)	3.2	·	19.6	0.0	24.7	-10.1	·	0.3
CCc1ccc(N(CC(=O)NCc2ccc3c(c2)OCO3)C(=O)c2csnn2)cc1	1.7	13.2	·	0.0	2.8	-4.7	-6.6	-2.0
COC(=O)NC(=S)Nc1ccc(Oc2ccc(Cl)cc2)c(Cl)c1	-1.1	-5.1	-3.3	·	1.4	-2.0	0.7	·
COc1ccc(S(=O)(=O)N2CCCCCC2)cc1C(=O)Nc1ccc(C(=O)N(C)C)cc1	1.6	0.2	1.0	0.0	-2.1	-7.5	-0.4	-1.6
Cc1cccc(OCC(=O)Nc2ccncc2)c1C	1.0	-1.1	-2.1	-0.1	·	9.2	0.9	·
CC(=O)Nc1ccc(S(=O)(=O)Nc2nccc(C)n2)cc1	-2.4	-2.1	-14.9	0.0	0.7	-5.3	6.9	1.1
CC(Oc1cccc(Cl)c1)c1ccnc2nc(/N=C/N(C)C)nn12 (configuration not stated)	2.3	0.6	34.0	0.0	-5.1	-6.5	3.1	-0.9
COc1cc(/C=N/O)ccc1OCc1ccc([N+](=O)[O-])cc1	1.2	·	-8.1	-0.1	10.3	-9.1	·	·
CC1c2[nH]c3ccccc3c2C[C@H]2C(=O)N(CCCN(C)C)CC(=O)N12 (some centres not stated)	0.0	-2.0	-4.9	0.0	-8.3	-17.2	-13.3	6.7
CN1C(=O)c2cc(NC(=O)Cc3ccccc3)ccc2OC[C@@H]2O[C@H](CC(=O)NCC3CC3)CC[C@H]21	-0.4	-4.6	5.5	0.3	3.3	-13.3	-4.4	1.0
CSCCC(NS(=O)(=O)c1ccccc1F)C(=O)NCC(c1ccco1)N(C)C (configuration not stated)	-5.4	0.8	-6.8	0.0	9.1	-8.7	0.5	1.0
O=C(CN(Cc1ccccc1)C(=O)CCC(=O)Nc1ccccn1)NCCc1ccccc1	1.9	5.1	-8.8	0.3	0.9	-17.1	1.8	-1.6
CCN(CC)Cc1ccc(NC(=O)c2sc3cc(Cl)ccc3c2Cl)cc1	3.5	·	-4.2	0.0	-4.2	13.9	·	0.9
O=C(C[C@H]1CC[C@H]2[C@@H](COC[C@@H](O)CN2S(=O)(=O)c2cccc(Cl)c2)O1)Nc1ccc(-c2ccccc2)cc1	1.5	2.5	5.6	0.2	-1.9	2.0	7.9	5.5
COc1ccc(NC(=O)N(C)C[C@@H]2OCc3ccccc3-c3ccccc3C(=O)N([C@@H](C)CO)C[C@H]2C)c(OC)c1	1.3	-5.3	7.1	-0.1	-11.2	4.3	-1.6	-0.4
C[C@H]1CN([C@@H](C)CO)C(=O)CCCn2nncc2CO[C@@H]1CN(C)Cc1ccc(Cl)c(Cl)c1	6.0&3.0	5.9&-1.1	3.3	0.1&-0.3	6.9&-13.3	-7.5&-1.4	-26.5&-0.9	-0.5&3.4
COC(=O)C(CCC(=O)CN1C(=O)c2ccccc2C1=O)N1C(=O)c2ccccc2C1=O (configuration not stated)	0.5	-2.6	·	0.1	4.6	-7.0	0.6	0.9
CCCNC(=O)N(C)C[C@H]1Oc2cc(C#Cc3cccc(F)c3)ccc2S(=O)(=O)N([C@H](C)CO)C[C@H]1C	-2.6	2.2	-6.4	0.1	-22.8	0.7	-3.3	-0.5
CCCCC[C@@H]1C=C(C(=O)O)[C@H](c2ccc(Cl)cc2)N1S(=O)(=O)c1ccc(C)cc1	-1.3	-5.9	-6.7	0.1	48.2	-13.0	11.2	3.8
C[C@H](CO)N1C[C@H](C)[C@@H](CN(C)Cc2ccc(C(F)(F)F)cc2)Oc2ccc(NS(=O)(=O)c3ccc(Cl)cc3)cc2CC1=O	-0.5	-0.3	13.5	0.0	-7.0	-19.3	0.0	5.2
COCC(=O)Nc1ccc2c(c1)C(=O)N(C)C[C@@H](OC)[C@H](C)CN(C(=O)c1cccnc1)[C@H](C)CO2	1.1	-2.9	-8.0	0.1	-4.5	-22.9	2.0	-2.3
Cc1cc(C(=O)Nc2ccc3c(c2)C(=O)N(C)[C@@H]2CC[C@@H](CC(=O)N[C@H](C)c4ccccc4)O[C@@H]2CO3)no1	-5.0	-0.6	-18.2	0.2	0.3	-62.5	-3.6	0.9
CN(C)c1ccc(/C=N/NS(=O)(=O)c2ccc(Br)cc2)cc1	·	-1.3	26.6	-0.2	-0.5	-48.9	-0.8	-3.4
CC(C)(C)OC(=O)CC(S(=O)(=O)c1ccccc1)S(=O)(=O)c1ccccc1	-3.3	0.4	·	1.3	·	5.3	-4.1	-2.0
CCCN(C)C[C@H]1Oc2cc(C#CC3(O)CCCC3)ccc2S(=O)(=O)N([C@H](C)CO)C[C@H]1C	1.9	2.0	4.9	-0.7	-4.5	6.6	-3.3	-0.9
CC(=O)/C=C1\OCc2cc(OCc3ccccc3)ccc21	-1.8	·	·	-0.1	-4.8	-6.7	·	3.2
Oc1cc2c(cc1O)C(c1ccccc1)CNCC2 (configuration not stated)	0.8	-0.6	3.5	-0.1	3.5	12.3	-11.1	9.5*
C[C@H](CO)N1C[C@H](C)[C@H](CN(C)C(=O)Nc2ccc3c(c2)OCO3)Oc2c(NS(=O)(=O)c3ccccc3)cccc2C1=O	-0.6	67.6*	-1.0	·	·	6.3	-0.1	-2.0
COc1cc2c(cc1NC(=O)C(C)OC(=O)/C=C/c1ccc(OC(F)F)cc1)oc1ccccc12 (configuration not stated)	-1.5	?	0.8	0.3	5.6	-5.6	·	·
CCCC(=O)N1CCCC1(C)C(=O)Nc1ccc(-n2cncn2)cc1 (configuration not stated)	-3.6	-3.3	·	0.1	2.3	-10.8	2.1	0.9
O=C(CN1CCN(S(=O)(=O)c2ccccc2Cl)CC1)NCC1(N2CCOCC2)CCCCC1	-2.4	-12.4	2.8	0.2	-17.4	-1.6	-2.9	-0.8
COc1cccc(S(=O)(=O)N[C@H]2C=C[C@H](CC(=O)NCc3ccccc3)O[C@@H]2CO)c1	-0.5	-1.2	-10.7	-0.2	0.0	-2.0	-5.2	0.3
O=C(Nc1ccc2c(c1)[C@H]1C[C@@H](CC(=O)N3CCCCC3)O[C@H](CO)[C@H]1O2)c1ccc2c(c1)OCO2	-0.9	-2.7	2.1	0.0	-4.6	6.5	0.8	2.3
Cc1cccc(S(=O)(=O)NNC(=O)c2cc(-c3ccc(F)cc3)nc3ccccc23)c1	0.8	-8.7	-3.9	0.0	-2.7	3.0	-5.9	1.5
N#C[C@H]1[C@@H](c2ccc(-c3ccncc3)cc2)[C@@H](CO)N1C(=O)C1CCC1	0.2	2.4	-20.2	0.1	3.4	0.8	-20.1	1.0
C[C@@H]1CN(Cc2nc(-c3ccc(Cl)cc3)no2)C[C@H](C)O1	2.6	·	18.6	0.0	1.1	-4.0	·	-2.0
CC(C)CN(C(=O)c1ccc(F)cc1F)c1c(N)n(CC(C)C)c(=O)[nH]c1=O	-4.4	-5.8	5.1	1.2	-6.3	-5.9	-4.9	-1.0
Cc1cc(C)c2nc(NC(=O)CN3C(=O)NC4(CCCC4)C3=O)sc2c1	2.0	·	-23.5	0.0	-18.1	-25.4	·	-4.6

This is a random part of the collection; any-hit rate near 3.3%.
